NR2E3 ag-1 = human photoreceptor-specific nuclear receptor agonism; Q9Y5X4; inhibition of corepressor binding, % at 3.98 µM; 0.35% of 360,000 active; AID 602229; CHO-S Gal4-NCOR/VP16-NR2E3 two-hybrid, luciferase;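 active means inhibition above the mean of all tested compounds plus 3 SD, cut at about 70% in these data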;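 further: 0% = DMSO with NR2E3 transfected cells and 100% = cells lacking NR2E3 construct; higher means lower luciferase signal from less NR2E3 corepressor binding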
Target sequence (Q9Y5X4 whole entry, looked up, the tested form may be a part): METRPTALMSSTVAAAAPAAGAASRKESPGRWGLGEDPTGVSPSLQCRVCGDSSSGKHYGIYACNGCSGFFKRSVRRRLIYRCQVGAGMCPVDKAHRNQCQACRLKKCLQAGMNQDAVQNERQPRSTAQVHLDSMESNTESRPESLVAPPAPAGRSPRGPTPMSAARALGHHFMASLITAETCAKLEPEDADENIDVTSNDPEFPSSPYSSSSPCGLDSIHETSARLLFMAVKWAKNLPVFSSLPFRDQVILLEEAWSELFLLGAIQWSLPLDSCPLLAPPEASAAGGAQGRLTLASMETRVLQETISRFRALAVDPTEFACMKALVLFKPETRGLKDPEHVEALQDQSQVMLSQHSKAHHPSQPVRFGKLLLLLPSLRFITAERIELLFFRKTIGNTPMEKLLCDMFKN
TRPM1 prom inh = MITF TRPM1 promoter inhibition in SK-MEL-5 cells. SK-MEL-5 TRPM1 promoter luciferase, 24 h. 0.83% of 330,000 active. inhibition, % at 12.5 µM;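 active means mean inhibition across replicates of 60% or more, whatever share of single replicates reaches that level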; further: values of inactives mirror those of a sister screen read the other way
Shn3 inh set2 = inhibitors of Schnurri-3 3'UTR reporter in osteoblasts | Clone20 osteoblast Shn3 3'UTR firefly luciferase, 24 h | inhibition, % at 12.5 µM | AID 588674 | 0.52% of 360,000 active;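 active means mean inhibition of at least 75% with every replicate also reaching 75%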;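 further: 0% = median of neutral control wells and 100% = pilot-screen positive control compound; some compounds past the cut are filed as inactive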
TWEAK-Fn14 inh = blocks TWEAK-Fn14 interaction in a reporter cell assay; AID 1159606; TWEAK-stimulated Fn14 reporter cells, luciferase luminescence, 8 h; inhibition, % at 10 µM; 2% of 360,000 active; in the data active means inhibition above about 50%
HIF-2a block = inhibitors of HIF-2a; 786-0 RCC cells HIF-2a reporter, luciferase luminescence, overnight; inhibition, % at 18.8 µM; 0.72% of 360,000 active;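 active means inhibition of the luminescence signal of 40% or more relative to plate controls, in a single-dose primary screen at 18.75 µM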
Peg3 prom inh = reduces Peg3 promoter-driven luciferase expression in HeLa. HeLa PEG-Prom luciferase reporter, luminescence, overnight. 1.7% of 360,000 active. inhibition, % at 20 µM;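 active means inhibition of at least 50% at 20 µM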
KKLEB cytotox = reduces viability of KKLEB cystic fibrosis airway cells. KKLEB CF airway cells viability, ATPlite luminescence, overnight; active compounds read low; cells stimulated with P. aeruginosa culture filtrate. activity change (cytotoxicity), % at 5 µM. 0.36% of 360,000 active. AID 602141;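 active means corrected activity change at or below -50% at 5 µM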
C8 TRAIL sens = caspase-8 TRAIL sensitization | NB7+C8 cells + TRAIL, ATPlite viability luminescence | inhibition (viability loss, TRAIL sensitization), % at 10 µM | 1% of 360,000 active;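 active means compounds causing at least 50% loss of cell viability in the single-dose screen, relative to plate controls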
NR2E3 ag-2 = agonists of human nuclear receptor NR2E3 | GST-NR2E3/biotin-RetCOR TR-FRET, 1536-well | AID 2300 | 0.12% of 320,000 active | Q9Y5X4 | inhibition of corepressor binding, % at 4.78 µM;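 active means percent inhibition above the cutoff of mean plus 3 SD of all tested compounds, set per screening campaign, cut at about 20% in these data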;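 further: 0% = DMSO wells and 100% = biotin wells as full block of FRET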
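System: GST-tagged NR2E3 plus biotinylated RetCOR corepressor; Buffer or medium: pH 7.5 Tris-based buffer; Probe or stimulus: RetCOR corepressor, biotinylated, 7 nM; Doses: compound at 4.8 µM, single dose; Schedule: 5 h incubation at 4 °C; Technique: time-resolved FRET; Evaluation: percent inhibition of TR-FRET ratio; Replication: one well per compound, singlicate testing.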
TROY NFkB inh = blocks TROY-dependent signaling in reporter cells | Q293 LMP1-TROYcd NF-kB luciferase reporter, 4 h | inhibition, % at 10 µM | 0.98% of 360,000 active;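 active means compounds whose plate-normalised and pattern-corrected inhibition of the luciferase reporter signal at the single screening dose is 50% or more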
CF NFkB inh = inhibitors of cystic fibrosis induced NF-kB | KKLEB NF-kB-GFP reporter, PAF-induced, GFP fluorescence overnight | inhibition, % at 5 µM | 0.86% of 360,000 active;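 active means at least 50% inhibition at 5 µM, scaled per plate between neutral and stimulator controls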;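 further: PAF is a Pseudomonas aeruginosa culture filtrate used as stimulus; plate controls were PAF-stimulated DMSO wells for no effect and unstimulated DMSO wells for full effect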
The depositor's hits bear a star; x = not tested or not shown. Not all compounds are listed; the hit share may differ from the screen's.

Sequence of screens – NR2E3 ag-1	TRPM1 prom inh	Shn3 inh set2	TWEAK-Fn14 inh	HIF-2a block	Peg3 prom inh	KKLEB cytotox	C8 TRAIL sens	NR2E3 ag-2	TROY NFkB inh	CF NFkB inh
> Cc1cccc(NC(=O)CNC(=O)c2cc(C3CC3)nn2-c2ccccc2)c1C
  4	11	2	-6	8	7	-12	2	x	26	3
> O=C1c2ccccc2S(=O)(=O)c2cc(C(=O)N(c3ccccn3)c3ccccn3)ccc21
  -4	3	3	-27	2	-3	-6	6	0	1	7
> CC(C)Oc1cccc(NC(=O)C2(C)CCCN(C)C2)c1 (stereo not drawn)
  -18	x	-20	-14	-2	11	4	12	x	9	-32
> Cc1cc(-c2n[nH]c(=S)n2Cc2ccccc2)cs1
  5	20	-3	-4	13	14	-4	3	1	7	16
> O=C(/C=C\c1ccc2c(c1)OCO2)CC1(O)C(=O)Nc2ccccc21 (stereo not drawn)
  -5	2	-38	35	-4	-4	19	24	-3	10	-8
> O=C(NCc1ccc(F)cc1)C1CC(=O)N(CCc2ccccc2)C1 (stereo not drawn)
  -9	-6	7	3	14	9	8	5	2	8	-14
> CCOC(=O)NC(Nc1sc2c(c1C(N)=O)CCCC2)(C(=O)OCC)C(F)(F)F (stereo not drawn)
  -21	-3	-2	-16	-7	13	-3	-4	3	10	19
> CCOC(=O)Cn1c(=O)cc(C)c2ccccc21
  -7	-2	-8	5	14	9	-5	-7	-3	7	10
> COc1ccc(-c2csc(NC(=O)Cc3cc(OC)c(OC)c(OC)c3)n2)cc1OC
  48	x	63	13	0	-17	-23	2	-2	23	4
> CCCCOC(=O)CSc1nnc(-c2ccc(Cl)cc2Cl)o1
  -12	12	-4	0	13	-4	4	-4	2	-5	-1
> Cc1ccc(OCc2nc(C#N)c(N3CCCCC3)o2)cc1
  -38	-13	-23	-19	-84	-16	0	-5	1	-39	9
> COc1ccc(-c2cc(C(=O)N3CCN(c4cccc(C)c4C)CC3)c3ccccc3n2)cc1OC
  -21	15	81	24	-5	30	4	12	-1	-2	8
> Cc1c(Br)c([N+](=O)[O-])nn1CCCC(=O)Nc1sc2c(c1C(N)=O)CCC(C)C2 (stereo not drawn)
  3	2	14	-14	-6	-6	6	-1	-1	20	-6
> O=[N+]([O-])c1ccc(N2CCCCCC2)c(S(=O)(=O)N2CCCCC2)c1
  -20	-8	10	-10	25	22	-7	10	1	3	7
> O=C(O)c1ccc(CN2C[C@@H](CO)O[C@@H](n3cnc4c(NCc5ccc(F)cc5)ncnc43)C2)cc1
  -18	x	25	-26	10	-8	6	-9	x	-11	1
> O=S(=O)(/N=C(/NS(=O)(=O)c1ccccc1)c1ccccc1)c1ccccc1
  -19	6	-24	10	13	-5	5	1	3	-14	-8
> CCOc1ccccc1OCC(=O)O
  21	3	-11	-2	-5	13	5	-3	-2	-9	6
> NC(=O)C1CCCN(C(=O)CN2C(=O)NC(c3ccccc3)(c3ccccc3)C2=O)C1 (stereo not drawn)
  6	1	-16	13	28	-3	8	-7	x	4	-13
> CCOC(=O)c1cnn2c(C(F)F)cc(C3CC3)nc12
  -3	-11	-6	-38	-25	-49	-5	-4	0	-41	4
> COCc1cc(C)nc(SCc2ccccc2Cl)c1C#N
  -2	5	21	-10	-14	5	-3	0	0	-11	11
> N[C@H]1C(O)O[C@H](CO)[C@@H](O)[C@@H]1O (stereo partly drawn)
  -26	-1	-3	0	-3	-7	26	7	6	-4	2
> O=C(Nc1nnc(SCc2ccccc2)s1)c1cc2c(s1)CCCC2
  -27	-20	-30	-36	-44	-74	0	-4	-1	-8	3
> COc1cc(O)c(C(CC(=O)N2CCCC2)c2ccc3c(c2)OCO3)c(OC)c1 (stereo not drawn)
  0	3	-52	7	10	-17	-2	-10	0	9	20
> Cc1cc(Cl)ccc1OCC(=O)NCC(c1cccs1)N1CCOCC1 (stereo not drawn)
  -16	19	30	16	6	9	-18	16	2	18	9
> CCN(C(=O)CSc1nnc2ccccn12)c1c(N)n(Cc2ccccc2)c(=O)[nH]c1=O
  -8	7	2	4	9	7	6	4	3	-10	4
> COc1ccc(NC(=O)c2ccc(COCC(F)(F)C(F)F)cc2)cc1
  -27	-17	-4	-7	-104	-112	-2	-2	-3	-43	6
> COc1ccc(OCc2n[nH]c(=S)n2N)cc1
  -2	-11	9	0	10	-9	-7	-4	-4	18	-1
> CC1CCN(S(=O)(=O)c2nnc(NC(=O)c3ccccc3Br)s2)CC1
  14	5	-3	-7	5	29	-7	12	10	15	11
> COC(=O)C1=C(N)c2ccccc2C1(C#N)c1ccccc1 (stereo not drawn)
  9	-11	16	20	2	11	-1	-11	0	-6	4
> CCNC(=O)CN1c2cccc3cccc(c23)S1(=O)=O
  -9	8	-5	-11	9	7	15	-16	4	-2	-12
> CCO/N=C1\C(=O)N(c2ccccc2)c2ccccc21
  12	-1	-10	-7	0	7	4	-5	4	-12	17
> COc1cccc(-c2cc(N3CCN(C(=O)c4ccoc4)CC3)n3nc(-c4cccc(Cl)c4)cc3n2)c1
  -16	x	82	14	-6	30	8	48	x	0	7
> O=C(O)CCc1ccc(-c2ccc(Cl)cc2)o1
  -58	-3	2	-5	-27	-46	-2	1	1	-25	-2
> C/C(=N\NC(=O)c1ccn(C)n1)c1cccc(NC(=O)c2ccc(C)s2)c1
  -37	-66	-110	-42	-142	-209	5	58*	-1	-70	-21
> Nc1cc(Cl)ccc1Oc1ccc(Cl)cc1
  -6	-15	-25	1	-89	-209	-13	-3	0	-4	-14
> CCOC(=O)C1C(=O)NC(c2ccccc2)=NC1c1ccc(Cl)cc1 (stereo not drawn)
  1	6	14	-3	20	14	-5	7	-3	5	-6
> Cc1ccc(-c2nn(CCC(N)=O)c(=O)c3ccccc23)cc1
  -7	4	-28	0	18	8	5	-1	0	13	-15
> CC(C)(C)c1nc2ccccc2c2nnc(SCC(=O)Nc3nc4ccccc4s3)n12
  -23	0	19	2	12	-1	-10	11	0	-18	19
> CCCCNC(=S)NCc1ccc2[nH]c(C)cc2c1
  -23	12	2	-16	7	-6	19	-8	2	-17	-12
> O=C(c1ccc(F)cc1)C1CCN(C(=O)c2ccccc2)CC1
  4	-5	-1	-15	15	10	-3	-19	-1	0	0
> COc1cccc(N2CCN(C(=O)c3ccc(CS(=O)Cc4ccccc4Cl)o3)CC2)c1 (stereo not drawn)
  -11	8	19	0	11	29	-10	0	2	13	14
> CSc1cccc(NC(=S)NC(=O)CCc2ccccc2)c1
  5	-8	-11	1	-109	-49	-7	-1	3	-81	13
> O=C(O)c1cc(-c2ccc(-c3ccc(F)cc3)o2)nc2ccccc12
  -69	-37	-60	-7	-150	-177	-6	59*	0	-18	19
> COc1ccc(-c2csc(-c3[nH]cnc3N)n2)cc1
  -14	-28	11	15	15	-17	-20	-2	1	3	-8
> CC(C)N(C(=O)CSc1ncnc2sc(-c3ccccc3)cc12)C(C)C
  -15	-34	-58	-15	-132	-170	-1	9	-1	-6	14
> Cc1ccc(-n2[nH]c(C)c(C=Nc3ccc(S(=O)(=O)Nc4nccs4)cc3)c2=O)cc1C
  -12	-5	-11	15	-34	-32	6	49	1	11	-1
> Cc1cccc(C(=O)N2CCNC(=O)C2CC(=O)Nc2cccc(Cl)c2)c1 (stereo not drawn)
  -6	-5	-4	-12	2	14	-8	6	0	-6	8
> COc1ccccc1OCCCC(=O)Nc1nnc(C2CCCO2)s1 (stereo not drawn)
  -9	5	-10	2	8	9	1	15	-1	-5	14
> Cc1c(C(=O)Nc2ccccc2F)sc2ncn(CC(=O)N3CCCCC3)c(=O)c12
  3	-2	21	17	-20	13	5	16	1	4	10
> O=C(COC(=O)c1cc([N+](=O)[O-])ccc1NCCO)Nc1cccnc1Cl
  16	1	12	-37	-3	11	-6	3	x	4	-6

Continued.
Sequence of screens – NR2E3 ag-1	TRPM1 prom inh	Shn3 inh set2	TWEAK-Fn14 inh	HIF-2a block	Peg3 prom inh	KKLEB cytotox	C8 TRAIL sens	NR2E3 ag-2	TROY NFkB inh	CF NFkB inh
> O=C1CSc2ccccc2N1
  -30	8	0	10	7	-11	13	-6	x	-2	-35
> O=C(CCc1ccc(S(=O)(=O)N2CCOCC2)cc1)N/N=C/c1ccc(F)cc1F
  2	-1	12	2	9	2	1	-13	0	-7	-2
> O=[N+]([O-])c1cc(C=NN2CCCCCC2)ccc1Cl
  -36	-42	-3	-42	-306	-298	-6	9	x	-76	-8
> Cn1cc(Br)c(C(=O)NC2CCCCC2)n1
  -8	-2	15	-10	-12	-9	5	-5	1	-3	-2
> CC1CCCN(c2ccc(F)cc2N)C1 (stereo not drawn)
  -5	-3	12	1	13	20	-10	-2	-4	5	2
> CCn1c(SCC(=O)Nc2cc(C)on2)nc2sc3c(c2c1=O)CCCC3
  -26	-5	46	-15	-5	21	-29	-6	2	12	3
> CC(NC(=O)c1ccc(Cl)cc1)C(=O)NC1=NCCS1 (stereo not drawn)
  7	4	-17	-19	4	-2	0	1	3	6	1
> CCN(CC)C(=O)N1CCC(NC(=O)c2ccc(C(C)(C)C)cc2)CC1
  12	6	38	4	11	7	14	-9	3	-10	-3
> C=CCN(c1ccc(C(=O)Nc2cc(C)cc(C)c2)cc1)S(C)(=O)=O
  7	-1	-1	-4	6	11	-5	-8	0	3	11
> COc1ccc(NC(=O)C2C3CC/C=C\CCC32)cc1 (stereo not drawn)
  -102	-39	-28	-29	-228	-183	2	7	-5	-85	9
> CCc1ccc(NC2Nc3cc(C)nn3S2)cc1 (stereo not drawn)
  -153	-9	-59	-11	-202	-301	8	1	2	-93	8
> NC(=O)c1c(N)sc2c1CCCC2
  -3	15	-3	4	6	-3	-10	-1	2	8	-1
> O=C1C2C3C=CC(CC3)C2C(=O)N1c1ccc2c(c1)OCO2 (stereo not drawn)
  -17	15	6	3	4	-21	3	-5	4	x	0
> CCNC(=S)N1CCN(C(=O)c2ccco2)CC1
  -19	-6	-1	9	-9	5	-14	-18	0	-6	-4
> Cc1ccc(OCc2cc(C(=O)N3CCN(c4ccccc4)CC3)no2)cc1C
  -127	-82	-122	2	-235	-316	0	24	-3	-3	-28
> Cn1c2c(c(=O)n(C)c1=O)CS(=O)c1ccccc1N2 (stereo not drawn)
  -7	x	-4	1	0	7	-7	8	x	1	-9
> CCN(CC)C(=O)c1cc([N+](=O)[O-])cc2c1-c1ccc([N+](=O)[O-])cc1C2=C(C#N)C#N
  -23	48	x	1	6	14	-2	0	2	-27	0
> CCOC(=O)[C@@H]1[C@H]2COc3ccccc3[C@H]2N2C(=O)N(c3ccc(Br)cc3)C(=O)[C@]12C
  -15	2	17	-2	6	8	12	-4	x	-7	-8

Assay outcomes deposited in PubChem by several laboratories.
